GPR7 antagonist: blocks human GPR7 receptor signaling | P48145 | GPR7-expressing cells, fluorescence antagonist assay | inhibition, % at 4.4 µM | 290,000 compounds, 1.1% hits | AID 1861; in the data active means inhibition above about 16%, passing the limit was not always enough;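 further: cells stimulated with the agonist NPW; 0% = agonist with vehicle and 100% = vehicle without agonist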
Target sequence (P48145 whole entry, looked up): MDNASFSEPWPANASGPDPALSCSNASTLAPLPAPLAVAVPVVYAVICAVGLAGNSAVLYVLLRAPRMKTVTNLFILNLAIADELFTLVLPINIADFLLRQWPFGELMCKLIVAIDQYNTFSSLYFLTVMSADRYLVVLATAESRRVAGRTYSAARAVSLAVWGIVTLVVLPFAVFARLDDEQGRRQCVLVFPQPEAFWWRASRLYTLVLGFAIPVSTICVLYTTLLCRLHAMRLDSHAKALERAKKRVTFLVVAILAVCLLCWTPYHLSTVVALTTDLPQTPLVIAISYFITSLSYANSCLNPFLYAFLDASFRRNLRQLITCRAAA
FID counter: displaces DNA intercalator in HCV helicase counter-screen | DNA fluorescent intercalator displacement, fluorescence | inhibition, % at 7.9 µM | 290,000 compounds, 0.17% hits | AID 1845; in the data active means inhibition above about 37%;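 further: 0% = vehicle and 100% = reference compound; higher means more ethidium bromide displaced from hairpin DNA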
V1R ag counter: V1a receptor agonism, counter-screen for OXTR agonists; CHO-V1R cells, Fluo-8 calcium fluorescence, agonist mode; 0% DMSO, 100% 3 nM vasopressin; activation, % at 3 µM; 320,000 compounds, 0.25% hits;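 active means activation above the mean activation of all tested compounds plus 3 SD, per screening run, cut at about 20% in these data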;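 further: signal is peak over basal fluorescence ratio across a 100 second FLIPR read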
IMP-1 inh: blocks Pseudomonas aeruginosa IMP-1 metallo-beta-lactamase; inhibition, % at 5.6 µM; purified IMP-1, nitrocefin hydrolysis, epi-absorbance fluorescence; 290,000 compounds, 0.45% hits;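 active means inhibition above the mean plus 3 SD of all compounds in the same screening run, cut at about 4.5% in these data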;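 further: 0% = IMP-1 with DMSO and 100% = DMSO wells lacking enzyme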
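System: Purified IMP-1 | Read-out basis: Percent enzyme inhibition | Controls: IMP-1 with DMSO as 0%, enzyme-free DMSO as 100% | Replicates: One well per compound | Doses: 5.6 µM nominal single concentration | Detection: Epi-absorbance fluorescence, 480 nm excitation, 530 nm emission | Incubation: 25 °C, 15 min preincubation, 25 min reaction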
PHOSPHO1 block: inhibitors of human PHOSPHO1 phosphatase; inhibition, % at 13.3 µM; recombinant PHOSPHO1, absorbance phosphatase assay; 290,000 compounds, 1.1% hits; in the data active means inhibition above about 60%
Target sequence (Q8TCT1 whole entry, looked up): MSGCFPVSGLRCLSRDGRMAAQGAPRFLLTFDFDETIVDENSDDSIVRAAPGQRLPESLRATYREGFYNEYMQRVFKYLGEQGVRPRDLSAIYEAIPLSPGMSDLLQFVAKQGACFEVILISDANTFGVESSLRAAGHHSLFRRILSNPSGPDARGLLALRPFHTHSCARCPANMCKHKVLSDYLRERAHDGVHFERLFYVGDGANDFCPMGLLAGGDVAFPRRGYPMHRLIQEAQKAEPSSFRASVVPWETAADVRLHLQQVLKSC
HCV NS3 hel inh: inhibitors of Hepatitis C virus NS3 helicase | NS3 helicase DNA unwinding, Cy5 molecular beacon fluorescence | inhibition, % at 10.9 µM | 290,000 compounds, 0.56% hits | AID 1800;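 active means inhibition above the mean of all tested compounds plus 3 SD, set per campaign, cut at about 35% in these data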;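 further: 0% = DMSO wells and 100% = thioflavine S control wells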
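Assay system – hepatitis C virus NS3 helicase domain fragment enzyme · Buffer or medium – MOPS pH 6.5, MgCl2, DTT, Tween20, BSA · Reagent – Cy5/quencher beacon DNA duplex and ATP to start · Compound – single 10.9 µM dose · Timing – 1 h at 25 °C · Technique – Cy5 beacon fluorescence read at start and 1 h · Measure – % inhibition of unwinding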
VIM-2 inhibitor: blocks Pseudomonas aeruginosa VIM-2 metallo-beta-lactamase; purified VIM-2, nitrocefin hydrolysis, epi-absorbance fluorescence; inhibition, % at 5.6 µM; 290,000 compounds, 0.89% hits;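 active means inhibition above the mean of all tested compounds plus 3 SD, cutoff set per screening run, cut at about 7.5% in these data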;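 further: red hydrolysis product quenches plate fluorescence so inhibitors raise well fluorescence; 0% = enzyme with DMSO and 100% = DMSO without enzyme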
GalR3 antag: antagonists of human GalR3. O60755. HEK293 GalR3-CNG cAMP membrane potential fluorescence; galR3 body fused to GalR1 C-terminus. inhibition, % at 3 µM. 360,000 compounds, 0.44% hits. AID 651719;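 active means inhibition above the screen-wide average plus 3 SD, cut at about 13% in these data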;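 further: forskolin and galanin both at EC90 stimulate the cells; cAMP rise reported by CNG channel membrane potential dye signal; 0% = forskolin plus galanin with DMSO and 100% = forskolin alone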
Target sequence (O60755 1-299 limits assumed): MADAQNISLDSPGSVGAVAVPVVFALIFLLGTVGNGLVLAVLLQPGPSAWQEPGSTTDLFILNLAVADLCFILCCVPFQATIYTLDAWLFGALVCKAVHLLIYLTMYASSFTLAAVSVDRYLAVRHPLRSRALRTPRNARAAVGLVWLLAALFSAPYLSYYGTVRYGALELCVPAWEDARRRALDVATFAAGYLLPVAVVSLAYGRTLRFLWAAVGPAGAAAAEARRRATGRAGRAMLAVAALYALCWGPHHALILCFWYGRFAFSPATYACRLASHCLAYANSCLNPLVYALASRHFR
OXTR ag: activates the human oxytocin receptor. P30559. CHO-OTR cells, Fluo-8 calcium fluorescence; normalized: DMSO 0%, oxytocin 100%. activation, % at 3 µM. 320,000 compounds, 0.32% hits;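 active means activation above the mean of all tested compounds plus 3 SD, cutoff set per screening run, cut at about 20% in these data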;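 further: peak over basal fluorescence ratio from a 100 s FLIPR kinetic read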
* = called active by the depositor; . = not tested or not shown.

Every second line gives: VIM-2 inhibitor	OXTR ag	GalR3 antag	FID counter	IMP-1 inh	GPR7 antagonist	V1R ag counter	PHOSPHO1 block	HCV NS3 hel inh
Cc1cc(Br)c2[nH]cc(CCNC(=O)c3ccco3)c2c1
 : -1.3	0.1	3.4	-21.1	-0.7	-1.1	4.3	10.3	-10.5
COc1ccc(C2(c3ccc(OC)cc3)NC(=O)N(CC(=O)Nc3ccc(C(=O)N(C)C)cc3)C2=O)cc1
 : -1.0	-0.7	-1.1	-67.6	0.5	-1.1	1.6	14.5	-21.7
O=C(OCCN1C(=O)c2cccc3c(N4CCOCC4)ccc(c23)C1=O)c1cccc(Cl)c1
 : -1.9	23.3*	.	-1.5	-0.8	-2.4	22.5*	-6.0	2.2
COc1ccc(F)cc1C(=O)C1CCCN(Cc2c(C)n(C)n(-c3ccccc3)c2=O)C1 (stereo unspecified)
 : -2.5	-1.5	-4.0	8.2	0.3	4.6	-0.2	39.5	-15.3
COc1cccc(C(=O)c2cn(CC(=O)NCc3ccco3)c3nc(C)ccc3c2=O)c1
 : -1.9	-1.4	3.2	-16.4	-1.8	-6.5	-0.5	24.2	9.9
COC(=O)c1ccc(NC(=O)CCn2cccc2)cc1
 : -0.9	0.4	0.3	-0.6	-2.3	6.0	3.6	1.4	7.7
CN1C/C(=C/c2cccs2)C(=O)/C(=C\c2cccs2)C1
 : -1.8	-1.5	-6.6	-11.4	0.4	-7.4	1.0	16.1	9.9
Cc1ccc(S(=O)(=O)C2(C(=O)N3CCCC(C)C3)CC2)cc1 (stereo unspecified)
 : -2.2	-0.5	.	-5.1	0.0	-1.0	-0.5	27.4	-1.8
O=C(CNC(=O)c1ccco1)OCc1ccc(C(=O)c2ccccc2)cc1
 : -1.6	8.3	-0.5	-17.9	-1.8	-8.6	6.9	42.1	1.5
CC(=O)c1cccc(N(C(=O)c2ccco2)C(C(=O)NC2CCCC2)c2ccc(N3CCOCC3)cc2)c1 (stereo unspecified)
 : -1.6	-0.7	-5.4	-29.1	-2.4	-10.3	-0.3	26.9	4.7
CC1(C)CC(CC(=O)Nc2ccc([N+](=O)[O-])cc2)C(=O)O1 (stereo unspecified)
 : -2.1	0.6	-4.0	4.8	-2.3	0.1	0.0	17.9	1.8
O=C(CCCn1c(=O)oc2ccccc21)N1CCc2ccccc2C1
 : -1.8	-1.6	10.5	-16.4	-2.8	-5.7	0.6	-1.5	-2.9
CCOC(=O)c1ccc(N2C(=O)C(O)=C(C(C)=O)C2c2ccc(O)c(OC)c2)cc1 (stereo unspecified)
 : -2.4	0.2	-4.8	-12.5	-3.5	-3.3	0.2	-20.8	2.7
Cc1cccc(C)c1NC(=O)CN(c1ccccn1)S(=O)(=O)c1ccc(F)cc1
 : -1.0	1.6	1.4	-3.0	-0.6	-2.6	0.4	16.5	8.1
Cc1cc(C)nc(/N=C2\NC(=O)CC(C(=O)O)N2CCc2c[nH]c3ccccc23)n1 (stereo unspecified)
 : -6.6	-0.6	.	-37.2	-2.1	-1.4	-0.4	13.0	-4.0

An excerpt of these results, as tab-separated lines.
Compound	VIM-2 inhibitor	OXTR ag	GalR3 antag	FID counter	IMP-1 inh	GPR7 antagonist	V1R ag counter	PHOSPHO1 block	HCV NS3 hel inh
O=C(CCCn1c(=O)oc2ccccc21)N1CCc2ccccc2C1	-1.8	-1.6	10.5	-16.4	-2.8	-5.7	0.6	-1.5	-2.9
CCOC(=O)c1ccc(N2C(=O)C(O)=C(C(C)=O)C2c2ccc(O)c(OC)c2)cc1 (stereo unspecified)	-2.4	0.2	-4.8	-12.5	-3.5	-3.3	0.2	-20.8	2.7

Other results follow:
Every second line gives: VIM-2 inhibitor	OXTR ag	GalR3 antag	FID counter	IMP-1 inh	GPR7 antagonist	V1R ag counter	PHOSPHO1 block	HCV NS3 hel inh
Cc1c(C(=O)Nc2ccc(F)cc2)sc2ncn(CC(=O)N3CCCCC3)c(=O)c12
 : -7.8	3.5	1.9	-37.1	-3.4	-0.2	5.4	14.4	-4.0
COc1ccccc1CNC(=O)C1CCN(C(=O)NC2CCCCC2)CC1
 : -3.0	-1.6	-2.7	-17.4	-1.5	-15.5	0.0	13.6	-0.4
CCCC1(C(=O)O)NC(c2ccccc2O)C2C(=O)N(Cc3ccccc3)C(=O)C21 (stereo unspecified)
 : -4.5	0.1	-1.0	-0.5	-0.6	-7.1	0.4	23.9	0.4
CNC(=O)C1CC(=O)N(CCc2ccc(OC)c(OC)c2)C(=Nc2ccc(F)cc2)S1 (stereo unspecified)
 : -1.6	0.6	-3.6	-28.4	-0.4	-10.3	4.5	36.6	3.2
CCOc1ccc(CN2CCN(Cc3ccc4cc(F)ccc4n3)CC2CCO)cc1 (stereo unspecified)
 : -2.1	-1.7	-7.7	-4.4	-2.9	-21.2	-0.2	44.9	-11.6
CCOC(=O)C1CC(c2ccc(Cl)cc2)=NNC1=O (stereo unspecified)
 : -1.9	1.3	-4.1	-11.2	-2.9	-2.0	1.2	61.2*	-2.4
CC(NCC(=O)Nc1cc(S(=O)(=O)N2CCCCCC2)ccc1Cl)c1ccccc1 (stereo unspecified)
 : -2.1	-1.5	-10.7	0.0	-2.7	-21.8	0.6	16.2	-13.9
COc1cccc(C(=O)COc2ccccc2-c2ccccc2)c1
 : 1.6	-0.1	-4.7	0.0	0.5	10.3	2.3	-2.0	7.1
CC1(C)S[C@@H]2[C@H](NC(=O)[C@H](C(=O)O)c3ccsc3)C(=O)N2[C@H]1C(=O)O
 : -2.9	.	.	-5.7	-3.8	-10.1	.	-6.3	6.5
Cc1ccc(Oc2cc(NC(=O)CCCn3nc([N+](=O)[O-])c(Cl)c3C)cc([N+](=O)[O-])c2)cc1
 : -5.3	1.0	-11.3	1.1	-2.1	-1.7	0.2	-2.4	2.2
CC1(C)Cc2c(c(N3CCOCC3)nc3sc(C(N)=O)c(N)c23)CO1
 : 1.6	-1.9	4.7	-11.2	-0.4	-8.6	-0.9	-33.5	-0.8
O=c1c2[nH]c3ccc(F)cc3c2ncn1Cc1ccncc1
 : -2.7	-1.5	1.0	0.3	-1.3	-9.1	-0.8	-3.6	-7.5
COc1ccc(/C=C2\SC(=O)N(CCCC(=O)Nc3ccc(C(=O)O)cc3)C2=O)cc1OC
 : 0.9	-1.1	-2.5	-51.0	-2.4	-19.9	-0.2	25.0	1.4
COc1ccc(OCc2cc(C(=O)N3CCSCC3)no2)c(Cl)c1
 : -3.1	-0.6	-0.1	-29.2	-3.3	2.6	1.7	14.5	0.8
O=C(N/N=C/c1cccc(O)c1)c1ccc(NC(=O)c2cccc([N+](=O)[O-])c2)cc1
 : -6.5	-0.7	-2.1	-1.3	-0.3	-7.4	-0.1	-19.0	-8.7
CC(C)[C@@H]1COC(c2cccc(C3=N[C@H](C(C)C)CO3)n2)=N1
 : -1.6	-0.3	-3.4	-12.1	1.1	-1.9	0.0	20.9	4.0
CCOc1ccc(N(C(=O)c2snc(C(N)=O)c2N)C(CC)C(=O)NC2CCCC2)cc1 (stereo unspecified)
 : -1.6	-1.7	-8.1	-26.6	-3.4	-7.9	-1.0	19.4	-10.2
COc1ccccc1Cn1c(C)nnc1-c1cnn(C)c1N
 : -1.5	4.2	0.9	-4.0	-1.3	-9.2	-0.6	28.5	-0.3
CCCN1CCN(C(=O)C(C)n2nc(C)c3sc4ccccc4c3c2=O)CC1 (stereo unspecified)
 : 28.6*	-1.4	-8.4	1.5	-2.6	-3.0	0.0	19.9	6.1
CC(C)c1ccc(OCc2ccc(C(=O)O)o2)cc1
 : -0.8	2.8	.	-10.5	-3.5	-4.9	1.9	19.9	4.9
COc1cc(/C=C\C(=O)Nc2cc(=O)n(C)c(=O)n2C)cc(OC)c1OC
 : -1.0	0.3	0.6	-14.4	-3.1	-29.7	0.3	30.3	13.2
CCSCc1nnc(SCC(=O)Nc2ccc(OC)cc2)n1C
 : -0.8	-0.3	-0.6	-3.6	-1.1	-9.9	-0.2	-9.5	-5.2
Cc1cc(C)cc(OCC(=O)NCCN2CCOCC2)c1
 : -2.1	0.7	-2.0	-1.2	-3.6	-3.1	0.0	-43.5	7.8
Cc1ccc(NC(=O)COC(=O)Cn2c(C)csc2=O)cc1
 : -2.2	0.2	-3.3	-5.7	-2.8	-1.6	0.1	-2.2	11.1
Cc1cc(NC(=O)CSc2nc(C3CCCCC3)nc3ccccc23)no1
 : -1.8	-0.9	-3.2	-2.8	-9.7	-5.7	-1.1	13.9	1.3
CN(Cc1ccccc1)C1CCCN(C(=O)c2ccc(Cl)s2)C1 (stereo unspecified)
 : 0.2	-0.6	1.5	-3.7	0.5	-4.9	-0.1	37.0	0.5
COc1cc(NC(=O)c2cccs2)c(OC)cc1NC(=O)CCC(=O)Nc1cccc2ncccc12
 : 0.9	-2.2	1.8	-11.6	-0.5	-2.3	-0.7	36.3	6.8
COc1ccc(NC(=S)NCc2cccs2)cc1OC
 : -0.7	0.6	-3.9	-0.8	-1.3	-7.7	-0.1	13.2	6.6
O=C(CCc1ccc(Oc2cc([N+](=O)[O-])cc([N+](=O)[O-])c2)cc1)NC1CCCC1
 : -5.5	1.3	-5.4	-1.4	-0.1	-2.8	6.3	-18.2	2.2
COc1cc2c(cc1OC)C(c1ccccc1)NCC2 (stereo unspecified)
 : -2.5	0.1	-10.5	-8.2	-3.6	-12.7	0.3	18.4	5.3
CC(C)OC(=O)c1nn2c(C(F)(F)F)cc(-c3ccco3)nc2c1Cl
 : -0.4	-0.2	-2.8	2.0	-3.6	-6.4	1.6	-0.9	6.8
Cc1cccc(-n2c(O)c(C=Nc3c(C)n(C)n(-c4ccccc4)c3=O)c3ccccc3c2=O)n1
 : -2.2	1.7	5.4	-5.5	-2.2	11.1	0.5	33.9	10.6
CCCCNC(=S)NCc1ccc2c(c1)cc(C)n2C
 : -4.6	0.0	.	-14.4	-6.5	-10.3	2.7	-1.2	-43.2
CC1(C)C(c2ccccc2)=[N+]([O-])C2(CCCCC2=O)N1O (stereo unspecified)
 : -0.2	0.5	-2.1	-2.6	-0.8	-10.2	1.2	1.1	-2.6
CC(=O)Oc1ccc(C(=O)Nc2cccc(-c3nnc(-c4ccco4)o3)c2)cc1
 : -2.6	-1.8	0.6	1.4	42.4*	0.5	-0.4	16.0	51.5*
COc1ccccc1C(=O)NNC(=O)C(=O)NCc1ccccc1
 : -4.6	-0.9	-4.6	-5.2	-8.5	1.0	0.1	10.5	-2.5
CCCCOC(=O)n1ccc(C(=O)Nc2ccccc2OC)n1
 : -2.6	-1.7	-5.7	-2.1	-2.1	-7.0	-0.9	-8.1	5.4
Cc1cc(C)n(-c2nnc(C)n2NS(=O)(=O)c2ccc(F)cc2)n1
 : -0.7	0.5	-2.5	1.6	-1.9	13.1	0.5	-4.6	-6.7
C=CCn1c(SCC(=O)NCc2ccc3c(c2)OCO3)nc2scc(-c3ccc(F)cc3)c2c1=O
 : -0.6	-0.5	-1.8	-1.7	0.8	-1.8	0.6	0.9	-10.8
COc1ccc(NC(=S)NC23CC4CC(CC(C4)C2)C3)cc1OC
 : -6.3	-1.2	-3.3	-34.1	-1.4	-11.5	0.2	-0.6	1.6
CN(C)S(=O)(=O)c1ccc(NC(=S)NC(=O)c2ccc(Br)o2)cc1
 : -0.9	1.1	-4.8	8.4	-5.3	-8.9	1.5	-9.9	11.4

High-throughput results deposited in PubChem by several laboratories.
